High-throughput results (PubChem BioAssay)
MrgX1 agonist – agonists of human MrgX1 receptor, primary screen, HEK293 cells, Fluo-4 calcium flux; Fluo-4 calcium fluorescence, agonist mode; stronger effect = higher value; B-score at 10 µM; hit rate 0.44% among 310,000; AID 588627, 2011;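 active = calcium response B-score plate-corrected fluorescence ratio at least 3 library SD, with starting fluorescence B-score inside 5 SD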
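Assay system: stable human MrgX1 HEK293 cell line. Quantity: 15,000 cells per well. Schedule: cells plated overnight, dye loaded 0.5 h 37 °C, 0.5 h room temperature. Detection: Fluo-4 NW calcium-flux fluorescence, kinetic read. Read-out basis: peak-minus-minimum fluorescence over baseline, converted to B scores. Control set: positive and negative control wells on each plate.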
MrgX1 PAM – positive allosteric modulators of MrgX1, primary screen, HEK293 cells, Fluo-4 calcium flux; hit rate 0.63% among 310,000; FDSS; stronger effect = higher value; Mas-related G-protein coupled receptor member X1 (Homo sapiens), Q96LB2; B-score at 10 µM;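 active = plate-corrected calcium response at least 3 library SD above typical, normal starting fluorescence, not activating the receptor alone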;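 also: compound read alongside a low EC10 to EC30 dose of BAM8-22 agonist; peak minus trough fluorescence over baseline measured at the second addition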
KCNQ1 inh – inhibitors of human KCNQ1 channel, primary screen, cell-based, thallium flux, high-throughput; Potassium voltage-gated channel subfamily KQT member 1 (Homo sapiens), P51787; CHO-K1 KCNQ1, FluxOR thallium flux fluorescence; stronger effect = higher value; hit rate 1.3% among 310,000; B-score at 10 µM;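 active = compounds whose thallium flux B-score, printed positive for inhibition, exceeds three library SD while starting fluorescence stays within three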;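 also: channel opened by potassium depolarization with thallium stimulus after 20 min compound exposure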
KCNK3 block – human KCNK3 channel inhibitors, primary screen, CHO cells, FluxOR thallium flux, B-score; Potassium channel subfamily K member 3 (Homo sapiens), O14649; FluxOR fluorescence; stronger effect = lower value; B-score at 10 µM; hit rate 0.84% among 340,000;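 active = B-score under library mean minus 4 SD, starting fluorescence ratio at most library mean plus 5 SD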;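 also: more negative B-score means stronger inhibition of thallium flux through KCNK3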
Target sequence (O14649 whole entry, looked up): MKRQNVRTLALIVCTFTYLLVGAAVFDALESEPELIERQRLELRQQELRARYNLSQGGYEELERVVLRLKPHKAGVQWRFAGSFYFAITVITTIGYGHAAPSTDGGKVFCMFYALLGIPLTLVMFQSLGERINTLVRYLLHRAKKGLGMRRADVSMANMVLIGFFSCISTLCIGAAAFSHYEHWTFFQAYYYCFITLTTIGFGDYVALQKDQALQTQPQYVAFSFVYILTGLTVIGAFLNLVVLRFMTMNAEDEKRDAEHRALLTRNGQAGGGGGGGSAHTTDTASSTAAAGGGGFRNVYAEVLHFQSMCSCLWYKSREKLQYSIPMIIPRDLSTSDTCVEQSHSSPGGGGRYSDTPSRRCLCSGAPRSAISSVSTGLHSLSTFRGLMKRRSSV
hERG protect – hERG rescue from dofetilide block, primary screen, cell-based, CHO-hERG, FluxOR thallium flux, dofetilide IC70; Voltage-gated inwardly rectifying potassium channel KCNH2 (Homo sapiens), Q12809; dofetilide IC70 present; activation (rescue from dofetilide block), less the hit threshold, % at 10 µM; hit rate 0.51% among 310,000;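 active = activation above the mean of controls blocked by dofetilide plus 5 SD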;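 also: thallium influx through hERG after potassium depolarization seen as dye fluorescence rise; in these data hits start at about 4.7%; inactives centre near -7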
KCNQ1 act – potentiators or activators of KCNQ1 channel, primary screen, cell-based, thallium flux, high-throughput. hit rate 0.35% among 310,000. CHO-K1 KCNQ1, thallium flux FluxOR fluorescence; stronger effect = higher value. Potassium voltage-gated channel subfamily KQT member 1 (Homo sapiens), P51787. B-score at 10 µM. AID 2648, 2010;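 active = fluorescence ratio B-score, a plate-corrected score, at least three library SD, with initial intensity B-score within 5 SD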
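Schedule – 37 °C overnight plating, 90-min dark dye load, 20-min compound pretreatment · System – stable KCNQ1 CHO-K1 line · Probe or stimulus – thallium- and potassium-containing depolarizing buffer · Measured by – kinetic FluxOR fluorescence, 10 s baseline plus 110 s post-stimulus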
RGS4 inh – RGS4 inhibitors, primary screen, cell-based, HEK293 M3R inducible RGS4, calcium flux. Regulator of G-protein signaling 4 (Homo sapiens), P49798. Fluo-4 calcium flux; stronger effect = higher value; triggered by carbachol at its EC20. B-score at 10 µM. hit rate 0.45% among 310,000. AID 463165, 2010;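 active = B-score, a plate-corrected calcium signal, over three deviations above library mean, with baseline fluorescence within five deviations of library mean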;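 also: RGS4 expression induced by doxycycline in cells with stable M3 receptor; B-score is computed from the integrated fluorescence ratio over baseline after carbachol; higher B-score means a larger calcium signal and so more RGS4 inhibition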
Target sequence (P49798 whole entry, looked up): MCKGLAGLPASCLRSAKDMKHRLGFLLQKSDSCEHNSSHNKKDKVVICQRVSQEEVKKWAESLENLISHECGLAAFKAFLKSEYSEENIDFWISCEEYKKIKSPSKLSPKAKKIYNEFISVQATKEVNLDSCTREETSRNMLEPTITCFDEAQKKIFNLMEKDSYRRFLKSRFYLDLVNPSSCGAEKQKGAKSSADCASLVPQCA
ANO1 block – TMEM16A chloride channel inhibitors, primary screen, cell-based, HTS | AID 588511, 2011 | normalized B-score (activity score, 25-100; higher = stronger inhibition) at 10 µM | Anoctamin-1 (Mus musculus), Q8BHY3 | hit rate 1.2% among 310,000 | HEK293 TMEM16A/YFP iodide influx fluorescence, ionomycin;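 active = ratio plate-corrected score three or more library SD toward inhibition, starting fluorescence score within five deviations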;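 also: score derived from kinetic fluorescence span divided by baseline fluorescence per well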
TMEM16A act – TMEM16A chloride channel activators or potentiators, primary screen, cell-based, HTS; HEK293 TMEM16A/YFP-H148Q/I152L, iodide quench fluorescence; stronger effect = lower value; B-score at 10 µM; hit rate 0.3% among 340,000; AID 623877, 2012;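 active = fluorescence-ratio B-score plate-corrected deviation score at least 3 library SD below zero, with starting fluorescence score within 5 deviations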;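 also: channel opened by trigger with iodide after compound preincubation; score built on the fluorescence ratio of max minus min over baseline; more negative score means more quench and so TMEM16A activation or potentiation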
RGS4 act – RGS4 potentiators or activators, primary screen, cell-based, HEK293 M3R inducible RGS4, calcium flux | carbachol calcium flux Fluo4; stronger effect = lower value | B-score at 10 µM | hit rate 0.92% among 310,000;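 active = B-score of the integrated calcium signal more than 4 SD below the library mean, with starting fluorescence not abnormally high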;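 also: negative B-score means reduced calcium response which marks RGS4 activation or potentiation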
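Test system: HEK293 cells with stable M3R and inducible RGS4; also added: carbachol at ECmax as muscarinic agonist stimulus; schedule: dye loading 30 min 37 °C, buffer rest 30 min RT; technique: kinetic calcium fluorescence imaging with Fluo4-AM dye, 2 µM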
KCNK9 inh – KCNK9 potassium channel inhibitors, primary screen, HEK293 cells, thallium flux; B-score at 10 µM; hit rate 1.2% among 310,000; FluxOR thallium flux fluorescence; stronger effect = lower value;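 active = ratio B-score over 3 SD below the library mean, with starting fluorescence within 5 SD of its mean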;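 also: negative B-score means less thallium flux so channel inhibition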
Target sequence (Q9NPC2 whole entry, looked up): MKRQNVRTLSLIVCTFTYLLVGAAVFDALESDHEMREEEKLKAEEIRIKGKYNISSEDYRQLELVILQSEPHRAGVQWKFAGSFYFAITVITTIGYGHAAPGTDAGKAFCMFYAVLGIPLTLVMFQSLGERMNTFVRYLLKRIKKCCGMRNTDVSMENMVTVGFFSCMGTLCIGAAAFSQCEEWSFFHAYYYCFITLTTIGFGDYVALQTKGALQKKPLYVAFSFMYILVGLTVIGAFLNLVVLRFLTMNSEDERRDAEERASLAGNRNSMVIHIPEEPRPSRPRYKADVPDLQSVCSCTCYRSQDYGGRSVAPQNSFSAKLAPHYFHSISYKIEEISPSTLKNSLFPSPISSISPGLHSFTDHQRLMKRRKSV
The depositor's hits bear a star; i = inactive; · = no result given.

SMILES	MrgX1 agonist	MrgX1 PAM	KCNQ1 inh	KCNK3 block	hERG protect	KCNQ1 act	RGS4 inh	ANO1 block	TMEM16A act	RGS4 act	KCNK9 inh
CCC(C)(C)NC(=O)C(OC(=O)c1ccco1)c1ccccc1OC (configuration not stated)	i	i	i	i	-12	i	i	i	i	i	i
CCOC(=O)c1ccc(N2C(=O)CC(N3CCN(C(=O)c4ccccc4)CC3)C2=O)cc1 (configuration not stated)	i	i	i	i	-1	i	i	i	i	i	i
Cc1ccc(NC(=O)CCN2C(=O)CSC2=O)cc1	i	i	i	i	-3	i	i	i	i	i	i
O=C(N/N=C\c1c(O)ccc2ccccc12)c1ccc(Cn2cccn2)o1	i	i	i	i	-18	i	i	i	i	i	i
Cc1ccc(C2=[N+]([O-])C(C)(C)N(O)C2(C)C)cc1	i	i	i	i	-7	i	i	i	i	i	i
CCCCc1ccc(NC(=O)CSc2nc(=O)n(CCN3CCOCC3)c3c2CCC3)cc1	i	i	i	i	-12	i	i	i	i	i	i
Cc1ccc(NS(=O)(=O)c2ccc3c(c2)oc(=O)n3C)cc1	i	i	i	i	-5	i	i	i	i	i	i
CC1=Nc2ccc(C)cc2/C1=C/c1c(N)n2nc(CC(=O)N3CCOCC3)sc2nc1=O	i	i	i	i	-10	i	i	i	i	i	i
COc1ccc(OC)c(CC(NC(C)=O)C(=O)NC2CCN(c3nnnn3-c3ccccc3)CC2)c1 (configuration not stated)	i	i	i	·	-10	i	i	i	·	i	i
O=C(O)c1cccc(S(=O)(=O)Nc2ccc(O)c(Sc3nc4ccccc4s3)c2)c1	i	i	i	i	-6	i	i	i	i	i	i
O=C(CNC(=O)Cn1cnc2sc3c(c2c1=O)CCCC3)NCc1ccccn1	i	i	i	i	-8	i	i	i	i	i	i
O=C(Nn1cnnc1)c1csc2ccccc12	i	i	i	i	-6	i	i	i	i	i	i
C=CCn1c(CSCc2ccc(Cl)cc2Cl)nnc1SCC(=O)Nc1ccc(C(=O)O)cc1	i	i	i	i	-9	i	i	i	i	i	i
O=C(NCCCN1CCCC1=O)C(=O)NCC1OCCN1S(=O)(=O)c1ccc(Cl)cc1 (configuration not stated)	i	i	i	i	-6	i	i	i	i	i	i
Cc1ccccc1OCCn1cc(C(=O)O)c2ccccc21	i	i	i	i	-12	i	i	i	i	i	i
COc1ccc(CCNC2=CC(=O)N(c3ccc(F)cc3)C2=O)cc1	i	i	i	i	-4	i	i	i	i	i	i
O=C(O)COc1cccc(NC(=O)c2ccccc2)c1	i	i	i	i	-4	i	i	i	i	i	i
CCN1C(=O)C(CC(=O)N2CCN(C(c3ccccc3)c3ccccc3)CC2)N(CC)C1=O (configuration not stated)	i	i	i	i	-11	i	i	i	i	i	i
CC(C)(C)NC(=O)COc1ccc(CNCc2ccccn2)cc1	i	i	i	i	-4	i	i	i	i	i	i
COc1ccc(N/N=C(\C#N)C(N)=O)cc1	i	i	i	i	-10	i	i	i	i	i	i

Exported field by field: part of the list above
molecule: C=CCn1c(CSCc2ccc(Cl)cc2Cl)nnc1SCC(=O)Nc1ccc(C(=O)O)cc1
  MrgX1 agonist: i | MrgX1 PAM: i | KCNQ1 inh: i | KCNK3 block: i | hERG protect: -9 | KCNQ1 act: i | RGS4 inh: i | ANO1 block: i | TMEM16A act: i | RGS4 act: i | KCNK9 inh: i

molecule: O=C(O)c1cccc(S(=O)(=O)Nc2ccc(O)c(Sc3nc4ccccc4s3)c2)c1
  MrgX1 agonist: i | MrgX1 PAM: i | KCNQ1 inh: i | KCNK3 block: i | hERG protect: -6 | KCNQ1 act: i | RGS4 inh: i | ANO1 block: i | TMEM16A act: i | RGS4 act: i | KCNK9 inh: i

molecule: Cc1ccccc1OCCn1cc(C(=O)O)c2ccccc21
  MrgX1 agonist: i | MrgX1 PAM: i | KCNQ1 inh: i | KCNK3 block: i | hERG protect: -12 | KCNQ1 act: i | RGS4 inh: i | ANO1 block: i | TMEM16A act: i | RGS4 act: i | KCNK9 inh: i

molecule: Cc1ccc(C2=[N+]([O-])C(C)(C)N(O)C2(C)C)cc1
  MrgX1 agonist: i | MrgX1 PAM: i | KCNQ1 inh: i | KCNK3 block: i | hERG protect: -7 | KCNQ1 act: i | RGS4 inh: i | ANO1 block: i | TMEM16A act: i | RGS4 act: i | KCNK9 inh: i

Following part:
SMILES	MrgX1 agonist	MrgX1 PAM	KCNQ1 inh	KCNK3 block	hERG protect	KCNQ1 act	RGS4 inh	ANO1 block	TMEM16A act	RGS4 act	KCNK9 inh
CCN(Cc1ccccc1)C(c1cc2cc(C)cc(C)c2[nH]c1=O)c1nnnn1CCOC (configuration not stated)	i	i	i	i	-5	i	i	i	i	i	i
COc1ccc(C2=NOC(C)(c3nnc(-c4ccccc4)o3)C2)cc1 (configuration not stated)	i	i	i	i	-3	i	i	i	i	i	i
Cc1ccccc1NC(=O)Cn1c(=O)n(CC2CCCO2)c(=O)c2ccccc21 (configuration not stated)	i	i	i	i	-6	i	i	i	i	i	i
Cc1ccc(CN(CC(=O)NC(C)(C)C)C(=O)CNC(=O)c2cccs2)cc1	i	i	i	i	-8	i	i	i	i	i	i
CC(=O)Nc1ccc(Sc2ccccc2C(=O)N2CCCC2)cn1	i	i	i	i	-3	i	i	i	i	i	i
CC(C)c1nnc(NC(=O)CN2C(=O)c3ccccc3C2=O)s1	i	i	i	i	-4	i	i	i	i	i	i
COc1cc(-c2nnc(COC(=O)C3c4ccccc4Oc4ccccc43)o2)cc(OC)c1OC	i	i	i	i	-13	i	i	i	i	i	i
CCN(CC)Cc1c(C(=O)N/N=C/c2cccc(OCc3cccc(Cl)c3)c2)nnn1-c1nonc1N	i	i	i	i	-8	i	i	i	i	i	i
Cc1onc(-c2c(F)cccc2Cl)c1C(O)c1ccc(F)cc1 (configuration not stated)	i	i	i	i	-5	i	i	i	i	i	i
COc1ccc(NC(=O)c2ccc(COc3ccccc3)o2)c(OC)c1	i	i	i	i	-3	i	i	i	i	i	i
O=[N+]([O-])c1cc(CN2CCN(c3ccccc3)CC2)c(O)c2ncccc12	i	i	i	i	0	i	i	i	i	i	i
CCOc1ccc(C(=O)NC2=NCCS2)cc1	i	i	i	·	-4	i	i	i	·	i	i
CCN(CC(=O)Nc1ccc(NC(C)=O)cc1)C(=O)C12CC3CC(CC(Cl)(C3)C1)C2	i	i	i	i	-11	i	i	i	i	i	i
CCOC(=O)C(NC(C)=O)C(=O)Nc1ccc(C(C)(C)C)cc1 (configuration not stated)	i	i	i	i	-5	i	i	i	i	i	i
Clc1nc(Nc2ccc(N3CCOCC3)cc2)c2ccccc2n1	i	i	i	i	-3	i	i	i	i	i	i
CCOc1cc(N2CCOCC2)c(OCC)cc1NC(=O)COC(=O)CCOc1ccc(C)cc1	i	i	i	i	-24	i	i	i	i	i	i
CCc1ccc(CN(C)C(=O)c2cc(COc3cc(C)c(Cl)c(C)c3)on2)nc1	i	i	i	i	-10	i	i	i	i	i	i
CC(C)c1ccc(NC(=O)CSc2ncccc2C(=O)Oc2cccc([N+](=O)[O-])c2)cc1	i	i	i	i	0	i	i	i	i	i	i
COC(=O)C1=NNCC12CC(=O)N(c1ccc(Br)cc1)C2=O (configuration not stated)	i	i	i	i	-2	i	i	i	i	i	i
CCOc1ccccc1NC(=O)[C@@H](NC(=O)c1cccc(S(=O)(=O)N2CCOCC2)c1)C(C)C	i	i	i	i	-8	i	i	i	i	i	i
Cc1onc(-c2c(F)cccc2Cl)c1C(=O)Nc1cccc(Cn2cccn2)c1	i	i	i	i	-11	i	i	i	i	i	i
CC(=O)OC(C(=O)NC1CCCCC1)c1ccccc1 (configuration not stated)	i	i	i	i	-2	i	i	i	i	i	i
CCOC(=O)C1CCN(Cc2ccc(F)cc2)CC1	i	i	·	i	·	·	·	i	i	·	·
CCOc1ccc(CCNc2nc3ccc(C)cc3n3cnnc23)cc1OCC	i	i	i	i	-4	i	i	i	i	i	i
O=C(CCN1C(=O)/C(=C/c2ccc(Cl)cc2)SC1=S)NC1C=CS(=O)(=O)C1 (configuration not stated)	i	i	i	i	-7	i	i	i	i	i	i
C/C(=N/OCO/N=C(\C)c1ccccc1)c1ccccc1	i	i	i	i	-6	i	i	i	i	i	i
N/C(=N\OC(=O)Cc1ccc([N+](=O)[O-])cc1)c1cccc(Br)c1	i	i	i	i	-10	i	i	i	i	i	i
O=C(Nc1ccccc1)c1ccccc1CCc1ccccc1	i	i	i	i	4	i	i	i	i	i	i
CCOc1cc(C(=O)NC2CCCCCCC2)cc(OCC)c1OCC	i	i	i	i	-10	i	i	i	i	i	i
COC(=O)c1ccc(CSc2nnc(NC(=O)C3CCCO3)s2)cc1 (configuration not stated)	i	i	i	i	-9	i	i	i	i	i	i
C/C(=C\C(=O)c1ccccc1)Nc1ccc(N2CCOCC2)cc1	i	i	i	i	-3	i	i	i	i	i	i
CCCCCCc1nnc(NC(=O)c2ccco2)s1	i	i	i	i	-1	i	i	i	i	i	i

Just KCNK3 block, for some of the entries so far:
| mol | KCNK3 block |
| --- | --- |
| O=C(CCN1C(=O)/C(=C/c2ccc(Cl)cc2)SC1=S)NC1C=CS(=O)(=O)C1 (configuration not stated) | i |
| C/C(=N/OCO/N=C(\C)c1ccccc1)c1ccccc1 | i |
